BCR signal inh – chronic active BCR signaling inhibition. AID 493014. actives 0.05% (n = 340,000). ABC-DLBCL IkBa-CBG/CBR reporter, luminescence ratio, 4 h. Potency, µM (doses to about 46.1 µM), inactives show at the highest dose ratio change, negative = lower green/red ratio, hits mostly inhibitors; active means well fitted inhibition curve with a large enough effect in the signal ratio, with a control signal flat, not every such curve was filed as active; inconclusive means small, poorly fitted or top-dose-only effect, or effect the other way, or a change in a side signal; the % refers to the signal ratio;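 further: potency means the concentration at half of the fitted maximal effect; plate controls were basal doxycycline-induced cells for no effect and cells given 10 µM MG132 for full effect; MG132 reads +100%, hits lower the ratio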
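TMD8 human ABC-DLBCL cells with doxycycline-inducible IκBα–green luciferase fusion and unfused red luciferase, in 0.5% FBS medium; compounds up to 46 uM, 4 h at 37C. Green/red luminescence ratio, filter-overlap corrected, fitted to concentration-response curves.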
TSHR antagonist – blocks TSH signaling through the human TSH receptor; P16473; TSHR-expressing cells, TSH-stimulated cAMP HTRF, 2 h; hits give low values; activity change, negative = inhibition, % at 11.5 µM; actives 0.2% (n = 330,000); AID 504810;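 active means activity change below a set negative limit, meaning inhibition stronger than a set level, cut at about -70% in these data; inconclusive means activity change between two set negative limits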; further: on the % scale 0 is the no-effect control and ±100 the full control effect
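Inhibition of cAMP made by TSHR-expressing cells under TSH stimulation (4nM final, EC80; 2 h, 37 deg C) is quantified with a one-step lysis HTRF kit, anti-cAMP cryptate versus cAMP-d2.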
hERG WT inh – blocks the wildtype human KCNH2 potassium channel; actives 0.37% (n = 340,000); U2OS, BacMam KCNH2, thallium flux FluxOr; hits give low values; Q12809; activity change, % at 1.84 µM;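 active means maximum activity change below -70%; inconclusive means maximum activity change between -70% and -50%; inactive means maximum activity change above -50%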; further: on the % scale 0 is the no-effect control and ±100 the full control effect
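U2OS cells were transduced with wild-type KCNH2 virus (2.03 x 10^8 / mL) for 4 h at room temperature, then cultured overnight at 37 C. Thallium flux was read with FluxOr dye. Rate constants were normalized to DMSO controls.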
ASM inhibitor – blocks human secretory acid sphingomyelinase | placental ASM, HMU-PC fluorogenic substrate, 60 min | Potency, µM (top dose mostly 57.5 µM), inactives show at the highest dose activity change, negative = inhibition, most hits filed as inhibitors | actives 0.006% (n = 340,000); further: potency means the concentration at half of the fitted maximal effect
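HMU-PC0 cleavage (9 uM final) by human placental ASM, 60 min at 37 °C following 10 min compound exposure at RT; stopped at pH 10, fluorescence Ex 386/Em 447 nm.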
Eya2 phos inh – blocks the phosphatase activity of human Eya2; recombinant Eya2, OMFP fluorescence dephosphorylation (OMFP is methylfluorescein phosphate); Potency, µM (titrated, usually from 76.9 µM), inactives show at the top dose activity, negative = inhibition, actives largely listed as inhibitors; actives 0.006% (n = 330,000); further: potency means the concentration at half of the fitted maximal effect; on the % scale 0 is the no-effect control and ±100 the full control effect
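Eya2 protein (added as 0.2 uM solution) was preincubated with compound for 10 min at ambient temperature in 50 mM HEPES pH 7.5, 50 mM NaCl, 5 uM MgCl2, 0.05% BSA, 1 mM DTT. OMFP (added at 50 uM) then reacted 10 min; fluorescence read at 485/525 nm.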
USP2a block – inhibitors of human ubiquitin-specific protease USP2a | Potency, µM (titrated, usually from 38.3 µM), for the others: at the top dose activity change, negative = inhibition, most hits filed as inhibitors | USP2 core, Ub-CHOP2 coupled fluorogenic reporter, 485/531 | AID 463254 | actives 0.01% (n = 330,000) | O75604;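 further: potency means the concentration at half of the fitted maximal effect; plate controls were DMSO wells for no effect and full inhibition by NEM control for full effect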
Target sequence (O75604 whole entry, looked up): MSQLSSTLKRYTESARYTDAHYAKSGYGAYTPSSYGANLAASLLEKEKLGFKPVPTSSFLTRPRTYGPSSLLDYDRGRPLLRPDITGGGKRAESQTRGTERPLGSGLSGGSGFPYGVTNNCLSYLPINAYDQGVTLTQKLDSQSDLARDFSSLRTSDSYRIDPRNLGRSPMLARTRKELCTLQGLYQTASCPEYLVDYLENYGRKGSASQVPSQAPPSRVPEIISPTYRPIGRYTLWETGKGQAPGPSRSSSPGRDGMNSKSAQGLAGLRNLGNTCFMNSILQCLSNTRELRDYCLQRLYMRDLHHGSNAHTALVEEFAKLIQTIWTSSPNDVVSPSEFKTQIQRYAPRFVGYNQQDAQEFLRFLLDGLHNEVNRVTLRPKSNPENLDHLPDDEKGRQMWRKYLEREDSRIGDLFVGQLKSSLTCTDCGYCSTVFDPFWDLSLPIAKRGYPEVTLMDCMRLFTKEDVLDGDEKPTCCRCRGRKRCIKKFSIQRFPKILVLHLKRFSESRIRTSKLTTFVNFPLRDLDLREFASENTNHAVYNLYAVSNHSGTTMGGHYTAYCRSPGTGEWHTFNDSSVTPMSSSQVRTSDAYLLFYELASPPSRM
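Deubiquitinase activity read as fluorescence (485/531 nm) after Ub-CHOP2 cleavage activates the enterokinase reporter on its substrate; USP2 core 10nM, Ub-CHOP2 and substrate 25nM each, 30min compound preincubation then 60min RT; data normalized to NEM, curves fitted.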
Active calls of the source: *; ? = inconclusive; · = not tested or not shown. Unless noted, the call rests on the fitted dose curve; in most records, active means well fitted curve in the direction sought with a large enough effect; inconclusive means small, poorly fitted or top-dose-only effect, or another doubt; inactive means no such curve, though single readings can be large; an effect the other way counts as inactive or inconclusive.

SMILES	BCR signal inh	TSHR antagonist	hERG WT inh	ASM inhibitor	Eya2 phos inh	USP2a block
c1ccc(CNc2ncnc3[nH]ncc23)cc1	-3.3%	·	2.0	2.1%	·	·
Cc1ccc2c(c1)-n1c(nc3ccccc3c1=O)C(CC(C)C)NC2=O (stereo not given)	0.1%	5.7	·	·	-8.5%	3.3%
COc1cc2c(cc1OC)C(Cc1ccc(O)c(Oc3ccc(C[C@H]4c5cc(OC)c(OC)cc5CCN4C)cc3)c1)N(C)CC2 (stereo not given in full)	-13.9%	31.6	·	·	3.6%	-19.7%
CC(=O)OC[C@]12CC[C@H]3[C@@](C)(CC[C@H]4C(C)(C)CCC[C@]34C)[C@@H]1C[C@@H](C1=CC(=O)O[C@@H]1OC(C)=O)O2	-3.0%	-0.1	·	·	?	2.6%
O=C1NC(Cc2ccc(O)cc2)c2nc3ccc(Cl)cc3c(=O)n2-c2ccccc21 (stereo not given)	-3.1%	-11.4	·	·	5.4%	-1.8%
Cc1ccc2c(=O)n3c(nc2c1)C(Cc1ccc(O)cc1)NC(=O)c1ccc(Cl)cc1-3 (stereo not given)	-0.7%	-3.8	·	·	-6.8%	-2.8%
Cc1ccc2c(c1)-n1c(nc3cc(F)ccc3c1=O)C(Cc1ccc(O)cc1)NC2=O (stereo not given)	-1.0%	0.7	·	·	13.2%	-3.4%
COc1ccc2nc3n(c(=O)c2c1)-c1ccccc1C(=O)NC3Cc1ccccc1 (stereo not given)	-8.7%	-6.0	·	·	2.5%	1.2%
Cc1ccc2c(=O)n3c(nc2c1)C(CC(C)C)NC(=O)c1ccc(Cl)cc1-3 (stereo not given)	-1.3%	-8.6	·	·	9.1%	3.1%
O=C(NNS(=O)(=O)c1c(F)cc(F)c(Cl)c1F)C12CC3CC(CC(C3)C1)C2	0.0%	-0.7	·	·	-14.5%	-6.5%
Cc1ccc2c(c1)-n1c(nc3cc(Cl)ccc3c1=O)C(CC(C)C)NC2=O (stereo not given)	-1.2%	3.4	·	·	8.4%	4.7%
CC1(C)CC[C@@]2(C(=O)O)C(C1)C1=CCC3[C@@]4(C)CC[C@H](O)C(C)(C)C4CC[C@@]3(C)[C@]1(C)C[C@H]2O (stereo not given in full)	-0.3%	1.5	·	·	19.4%	2.4%
COc1ccc2nc3n(c(=O)c2c1)-c1ccc(Cl)cc1C(=O)NC3Cc1ccccc1 (stereo not given)	?	-20.0	·	·	-15.7%	-10.0%

Structures listed so far that contain nitrogen in an aromatic ring:
SMILES	BCR signal inh	TSHR antagonist	hERG WT inh	ASM inhibitor	Eya2 phos inh	USP2a block
c1ccc(CNc2ncnc3[nH]ncc23)cc1	-3.3%	·	2.0	2.1%	·	·
Cc1ccc2c(c1)-n1c(nc3ccccc3c1=O)C(CC(C)C)NC2=O (stereo not given)	0.1%	5.7	·	·	-8.5%	3.3%
O=C1NC(Cc2ccc(O)cc2)c2nc3ccc(Cl)cc3c(=O)n2-c2ccccc21 (stereo not given)	-3.1%	-11.4	·	·	5.4%	-1.8%
Cc1ccc2c(=O)n3c(nc2c1)C(Cc1ccc(O)cc1)NC(=O)c1ccc(Cl)cc1-3 (stereo not given)	-0.7%	-3.8	·	·	-6.8%	-2.8%
Cc1ccc2c(c1)-n1c(nc3cc(F)ccc3c1=O)C(Cc1ccc(O)cc1)NC2=O (stereo not given)	-1.0%	0.7	·	·	13.2%	-3.4%
COc1ccc2nc3n(c(=O)c2c1)-c1ccccc1C(=O)NC3Cc1ccccc1 (stereo not given)	-8.7%	-6.0	·	·	2.5%	1.2%
Cc1ccc2c(=O)n3c(nc2c1)C(CC(C)C)NC(=O)c1ccc(Cl)cc1-3 (stereo not given)	-1.3%	-8.6	·	·	9.1%	3.1%
Cc1ccc2c(c1)-n1c(nc3cc(Cl)ccc3c1=O)C(CC(C)C)NC2=O (stereo not given)	-1.2%	3.4	·	·	8.4%	4.7%
COc1ccc2nc3n(c(=O)c2c1)-c1ccc(Cl)cc1C(=O)NC3Cc1ccccc1 (stereo not given)	?	-20.0	·	·	-15.7%	-10.0%

A portion of the library; rates above refer to the full screens.
